From PubChem BioAssay
G6PDH counter = counter-screen for G6PDH assay hits: L. mesenteroides G6PDH inhibition | Purified L. mesenteroides G6PDH, diaphorase/resazurin coupled fluorescence, 45 min | inhibition, % at 5 µM | 200,000 tested, 0.12% active | AID 1020; in the data active = inhibition above about 50%
TNAP inh noacc = blocks human TNAP activity with no phosphate acceptor present. 200,000 tested, 0.26% active. inhibition, % at 20 µM. purified TNAP, CDP-star luminescence, 30 min. P05186;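 active = tissue-nonspecific alkaline phosphatase inhibition above about 50% at 20 µM in the single-dose screen, limit read from the data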;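 note: 0% = DMSO negative control and 100% = EDTA positive control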
Diaphorase inh = inhibits diaphorase or chemically oxidizes, flagging diaphorase assay artifacts; inhibition, % at 20 µM; 190,000 tested, 0.69% active; diaphorase resazurin-to-resorufin fluorescence, NADH, 16 min; bacterial (C. kluyveri) enzyme, not human;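 active = primary screen inhibition at 20 µM above a set limit, cut at about 50% in these data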;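 note: plate controls were DMSO with full reaction for no effect and wells lacking NADH for full effect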
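Test system: bacterial diaphorase enzyme (C. kluyveri); Quantity: 0.14 U/mL diaphorase, enzyme working solution; Times: reaction incubation of 16 min at room temperature; Measured by: fluorescence of resorufin formed from resazurin, Ex 544/Em 590 nm; Benchmarks: positive control minus NADH, DMSO neutral control.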
TNAP act hiacc = activators of human TNAP at high phosphate acceptor concentration | P05186 | purified TNAP, CDP-star luminescence, 1 M DEA, 30 min; active compounds read high; 0 = EDTA background, 1 = DMSO-only activity | activation factor at 20 µM | 200,000 tested, under 10 active | AID 1136;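 active = activation factor at least 2 at 20 µM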
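Dosing: 20 µM single point. System: human TNAP. Amount: TNAP 1/800 final. Incubation: 30 min, room temperature. Read-out: TNAP activation factor scaled between EDTA and DMSO control wells. Signal: luminescence from CDP-star hydrolysis. Medium: 1 M DEA, pH 9.8, Mg2+, Zn2+. Control set: EDTA negative control, DMSO positive control.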
PMI act satM6P = PMI (human) activation, high substrate | coupled PMI enzyme assay, resazurin fluorescence, 20 min; active compounds read high; 1 = untreated enzyme, 0 = substrate-free blank | P34949 | 190,000 tested, 0.34% active | activation factor at 20 µM;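 active = activation factor of 2 or more at 20 µM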
Target sequence (P34949 whole entry, looked up): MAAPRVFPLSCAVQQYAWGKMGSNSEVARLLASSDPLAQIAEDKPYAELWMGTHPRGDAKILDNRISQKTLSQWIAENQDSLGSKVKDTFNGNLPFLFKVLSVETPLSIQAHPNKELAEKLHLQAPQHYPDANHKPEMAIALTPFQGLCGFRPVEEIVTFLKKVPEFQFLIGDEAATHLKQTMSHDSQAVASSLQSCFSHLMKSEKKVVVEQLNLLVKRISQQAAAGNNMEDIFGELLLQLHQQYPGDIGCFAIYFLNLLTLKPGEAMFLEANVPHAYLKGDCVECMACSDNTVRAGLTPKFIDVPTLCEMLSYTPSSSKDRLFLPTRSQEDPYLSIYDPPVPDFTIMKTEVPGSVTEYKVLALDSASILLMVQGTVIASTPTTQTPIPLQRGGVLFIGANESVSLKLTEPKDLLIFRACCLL
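Technique: Diaphorase-driven resazurin-to-resorufin fluorescence, excitation 544, emission 590 nm | Assay system: Human PMI in coupled enzyme assay | Times: Enzyme reaction with compound 20 min at room temperature | Medium: HEPES-buffered pH 7.4 with magnesium and detergent | Reagent: Mannose-6-phosphate 1.0 mM (near-saturating) plus 0.22 mM NADP+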
FLuc act counter = affects firefly luciferase, flagging false hits in luciferase stimulation screens; ATPlite luciferase biochemical, luminescence, 10 min; 0 = ATP-free wells, 1 = DMSO control; activation factor at 10 µM; 200,000 tested, under 10 active; AID 1027;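 active = luciferase activation factor, scaled between plate controls, of at least 2 with compound at 10 µM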
Target sequence (P08659 whole entry, looked up): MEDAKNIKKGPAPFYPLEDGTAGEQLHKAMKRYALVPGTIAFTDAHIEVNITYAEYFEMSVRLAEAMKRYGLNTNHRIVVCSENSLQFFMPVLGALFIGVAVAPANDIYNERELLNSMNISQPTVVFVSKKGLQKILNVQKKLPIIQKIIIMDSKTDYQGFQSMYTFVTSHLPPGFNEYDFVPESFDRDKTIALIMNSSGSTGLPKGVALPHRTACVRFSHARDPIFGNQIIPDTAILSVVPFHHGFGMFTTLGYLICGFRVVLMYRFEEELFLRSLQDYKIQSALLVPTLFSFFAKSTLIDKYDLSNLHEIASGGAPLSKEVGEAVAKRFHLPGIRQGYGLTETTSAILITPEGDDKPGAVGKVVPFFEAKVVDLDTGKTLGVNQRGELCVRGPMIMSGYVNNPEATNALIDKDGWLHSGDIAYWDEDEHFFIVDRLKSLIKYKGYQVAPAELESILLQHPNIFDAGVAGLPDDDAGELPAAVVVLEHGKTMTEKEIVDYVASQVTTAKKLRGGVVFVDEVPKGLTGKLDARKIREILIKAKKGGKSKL
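Assay system: Luciferase/luciferin detection reagent, cell-free biochemical luciferase assay / Also added: ATP substrate / Schedule: 10 min at ambient temperature / Measured by: luminescence measurement of luciferase light output / Benchmarks: low control with PBS replacing ATP, high control enzyme plus ATP without compound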
Diaph act CS = counter-screen for diaphorase-based assays: diaphorase activators and chemical reducers; Diaphorase/resazurin coupled assay, resorufin fluorescence, 16 min; active compounds read high; 1 = vehicle wells, 0 = NADH-free wells; activation factor at 20 µM; 190,000 tested, 0.005% active; AID 1229;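 active = diaphorase activity raised at least twofold by the compound at 20 µM; inactive = activation factor below 2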
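Material: purified diaphorase enzyme from Clostridium kluyveri; Also added: 0.114 mM NADH and 0.1 mM resazurin, final amounts; Doses: single compound dose of 20 µM, 1% DMSO final; Times: 16 min enzyme reaction, ambient temperature; Detection: resorufin fluorescence, excitation 544 nm, emission 590 nm; Measure: increased resorufin signal from activators or reducing compounds.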
TNAP inh hiacc = TNAP (human) inhibition, high acceptor; P05186; purified TNAP, CDP-star luminescence, 1 M DEA; inhibition, % at 20 µM; 200,000 tested, 0.03% active;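 active = over 50% inhibition of tissue-nonspecific alkaline phosphatase at 20 µM in the single-dose screen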;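 note: plate controls were DMSO wells for no effect and EDTA-quenched wells as full inhibition for full effect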
Efa HMGR inh = E. faecalis class II HMG-CoA reductase inhibition. purified E. faecalis HMGR, NADPH absorbance 340 nm kinetic. inhibition, % at 10 µM. 190,000 tested, 0.41% active. AID 1066;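 active = inhibition above a set limit, the median over all tested compounds plus 3 SD, cut at about 9.5% in these data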;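 note: enzyme runs in reverse so mevalonate oxidation gives rising NADPH absorbance; 0% = complete reaction with DMSO and 100% = background rate lacking mevalonate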
PMI activator = activators of human phosphomannose isomerase; P34949; AID 1214; purified human PMI, coupled resazurin fluorescence, 20 min; active compounds read high; 1 = vehicle control, 0 substrate-free wells; 190,000 tested, 0.005% active; activation factor at 20 µM;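 active = activation factor of 2 or more at 20 µM, relative to plate controls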
Active calls of the source: *; nt = no result given. Rows were taken by chance; overall some 1.7% were active at least once.

Every second line gives: PMI act satM6P	TNAP act hiacc	FLuc act counter	Diaphorase inh	TNAP inh noacc	PMI activator	Diaph act CS	Efa HMGR inh	G6PDH counter	TNAP inh hiacc
- CCOC(=O)c1oc2cc(O)cc(C)c2c(=O)c1-c1cscn1
    0.9	1	1	10	-6	0.9	0.9	3	-13	-2
- CC1(C)SC(=S)N(Cc2ccc3c(c2)OCO3)C1N(O)C(=O)NC1CCCCC1 (stereo not drawn)
    0.9	1	1	13	-6	0.9	0.9	-4	4	0
- O=C1NCCCC2c3c(cc(Br)c(O)c3Br)OC12N1CCCCC1 (stereo not drawn)
    0.8	1	1	17	-1	0.8	0.8	-5	4	4
- COC(=O)C1=C(C)NC(=S)NC1c1ccc(-c2ccccc2C(=O)OC)o1 (stereo not drawn)
    1	1	1	18	1	0.9	0.8	-1	7	-1
- Nc1ccc(Cl)cc1/C(=N/O)c1ccccc1
    1	1	1.1	9	-9	0.9	0.9	-5	10	-1
- Cc1cc(C)nc(NCCCc2ccccc2)n1
    1.1	1	1	12	-8	1	0.9	-5	5	-3
- COc1cc(C)c(Cl)cc1S(=O)(=O)n1cnc(C)c1
    1	1	1.1	12	-11	1	0.9	1	9	-2
- O=C(NCCCN1CCN(Cc2ccccc2)CC1)C1CCN(c2nnc(-n3cccc3)s2)CC1
    1	1.1	1	-29	-21	1	1.3	-1	-1	-10
- COc1ccc(NC(=O)c2ccc(NC(=O)C(C)C)cc2)c([N+](=O)[O-])c1
    1	1	1.1	15	-6	1	0.8	0	0	1
- COc1ccc(Oc2nc(C)cc(C)c2S(=O)(=O)c2ccc(C)cc2)cc1
    0.9	1	1	16	-6	0.9	0.8	2	5	0
- O=C(NN1CCOCC1)c1cc(-c2ccc(Br)cc2)nc2ccccc12
    1	1	1	13	-4	1.1	0.9	0	-1	-4
- Cc1ccc(NC(=O)COC(=O)c2ccn(C)n2)cc1
    0.9	1	1	18	-3	0.9	0.8	-8	-4	2
- Cc1c(NC(=O)c2ccc(-c3ccc([N+](=O)[O-])cc3Cl)o2)c(=O)n(-c2ccccc2)n1C
    nt	1.1	1	nt	-9	nt	nt	-2	14	-5
- COC(=O)COc1ccc(Oc2nc(SC)nc(N(C)C)n2)nn1
    1	1	1.1	13	-5	1	0.9	-3	3	-5
- CCOC(=O)CN1C(=O)S/C(=C/c2ccc(OC)c([N+](=O)[O-])c2)C1=O
    1	1	1.1	9	-15	0.9	0.9	-3	-18	1

Structures from the list above that have bromine:
Every second line gives: PMI act satM6P	TNAP act hiacc	FLuc act counter	Diaphorase inh	TNAP inh noacc	PMI activator	Diaph act CS	Efa HMGR inh	G6PDH counter	TNAP inh hiacc
- O=C1NCCCC2c3c(cc(Br)c(O)c3Br)OC12N1CCCCC1 (stereo not drawn)
    0.8	1	1	17	-1	0.8	0.8	-5	4	4
- O=C(NN1CCOCC1)c1cc(-c2ccc(Br)cc2)nc2ccccc12
    1	1	1	13	-4	1.1	0.9	0	-1	-4

The results go on:
Every second line gives: PMI act satM6P	TNAP act hiacc	FLuc act counter	Diaphorase inh	TNAP inh noacc	PMI activator	Diaph act CS	Efa HMGR inh	G6PDH counter	TNAP inh hiacc
- COC(=O)Cc1cc(=O)n2[nH]c(C(F)(F)F)nc2n1
    1	1	1	0	-2	1	1	-1	11	3
- CCn1cc(C2=NOC(C(=O)Nc3ccccc3C(=O)OC)C2)c(C)n1 (stereo not drawn)
    1.1	1.1	1	-4	-9	1	1	-4	3	-5
- O=C1CCCC(=NCc2ccco2)C1
    1	1	1	2	-10	1	1	-1	5	-4
- CCOC(=O)N1CCN(C(=O)CSc2nnc(Cc3cccn3C)n2CCc2ccccc2)CC1
    1	1	1.1	6	-8	1	0.9	-2	2	-5
- C#CCOCCOCCOCCNc1nc(N2CCN(C(=O)[C@H]([C@@H](C)CC)n3cc(CCCN=C(N)N)nn3)CC2)nc(N2CCN(C(=O)[C@H](CCCCN)n3cc(CCC(=O)O)nn3)CC2)n1
    1.2	1	1	-18	-8	1.3	1.2	-4	2	-1
- O=c1c2cc(N3CCOCC3)ccc2[nH]c(=S)n1CCCN1CCCCCC1
    1	1	1	3	-8	1	1	0	-17	-1
- COc1ccc(CNC(=O)CS(=O)CC(=O)O)cc1OC (stereo not drawn)
    1	1	1	-1	-9	1	1	-2	6	-3
- O=c1c(Cl)nc2cc(Cl)ccc2n1CCNc1ncc(C(F)(F)F)cc1Cl
    1	0.9	1	8	-6	1	0.9	-5	-8	13
- C=CCN(Cc1cn(C)nc1-c1cccc(Cl)c1)C1CCS(=O)(=O)C1 (stereo not drawn)
    0.9	1.1	1.1	15	-9	0.9	0.9	4	1	-5
- O=C(CN1C2=NCCN2c2ccccc21)c1ccco1
    1	1.1	1.1	16	-10	1	0.8	-2	2	-10
- CC(=O)c1c(C)nc2nonc2c1N
    0.9	1.1	1.1	20	-15	1	0.8	-5	4	-10
- CC1(C)OC(=O)C(=NNc2ccccc2)C(=O)O1
    1.1	1	1	1	2	1.1	1	2	21	1
- O=C(NCCN1CCOCC1)c1cc(-c2ccc(Cl)cc2)on1
    1.1	1	1.1	-16	-7	1	1.2	1	10	-3
- C/C(=N\NC(=O)Nc1ccccc1)c1ccc2ccccc2c1
    1	1	1.1	10	8	1	0.9	-2	-17	-1
- O=C(Cn1c(COc2ccccc2)nc2ccccc21)Nc1cc(Cl)c(Cl)cc1Cl
    1.1	1	1	-20	-3	1.1	1.2	-1	-1	3
- O=C(CCCN1Cc2ccccc2C1)c1ccc(F)cc1
    1.1	1.1	1.1	7	-11	1.1	0.9	-4	-3	-5
- COc1ccc(-n2c(=O)c3ccccc3n(CC(=O)NCc3ccco3)c2=O)cc1
    0.9	1	1	12	-1	0.9	0.9	-1	3	2
- COc1ccc(NC(=O)CS(=O)CC(=O)Nc2ccc(OC)c(OC)c2)cc1 (stereo not drawn)
    1.1	1	1	9	-12	1.1	0.9	-2	1	-4
- COc1cc(C2C3C(=O)N(c4ccccc4)C(=O)C3ON2c2ccccc2)cc(OC)c1OC (stereo not drawn)
    0.9	1	1.1	8	-10	0.9	0.9	-8	0	-4
- S=C(Nc1ccccc1)Nc1ccc(Cl)cn1
    0.9	1	1	16	3	0.8	0.8	-3	10	-2
- COc1ccc(CCNC(=O)C(=O)NCC2CCCO2)cc1 (stereo not drawn)
    0.9	1.1	1.1	1	-7	1	1	-4	10	-6
- Cn1c2ccc(Cl)cc2c2nc3ccccc3nc21
    0.9	1	1	16	-16	1.1	0.8	-1	6	-5
- CNc1oc(-c2ccc(OCc3ccccc3)cc2)nc1C#N
    0.9	1.1	1	8	-12	0.9	0.9	-3	3	-6
- CC(CCc1ccccc1)NC(=O)CN1CCN(c2ccccc2)CC1 (stereo not drawn)
    0.9	1.1	1	8	-23	1	0.9	-8	9	-11
- O=C(Nc1cccc(S(=O)(=O)C(F)F)c1)c1ccc(S(=O)(=O)N2CCCCC2)cc1
    0.9	1.1	1.1	16	-8	0.9	0.8	3	3	-5
- Brc1c(CSc2nncc3ccccc23)nc2ccccn12
    1	1	0.9	11	-10	1	0.9	0	2	-4
- Cc1ccc(C(=O)COC(=O)CCCC(=O)NC2CCCCC2)cc1[N+](=O)[O-]
    1.1	1	1	7	-5	1.1	0.9	3	-1	-4
- CC(NC(=O)CNC(=S)N(Cc1ccccc1)Cc1cccnc1)c1ccccc1 (stereo not drawn)
    1	1	1.1	11	-12	0.9	0.9	-3	4	-4
- CCNC(=S)NCc1ccc2[nH]c(C)cc2c1
    0.8	1	1	8	-5	1	0.9	1	15	0
- Cn1cccc1Cc1nnc(SCC(=O)Nc2ccc(F)cc2)n1-c1ccc(F)cc1
    0.9	1	1	22	-11	0.9	0.8	1	-10	-4

A different layout for part of the listing above.
COc1ccc(NC(=O)CS(=O)CC(=O)Nc2ccc(OC)c(OC)c2)cc1 (stereo not drawn)
  PMI act satM6P: 1.1; TNAP act hiacc: 1; FLuc act counter: 1; Diaphorase inh: 9; TNAP inh noacc: -12; PMI activator: 1.1; Diaph act CS: 0.9; Efa HMGR inh: -2; G6PDH counter: 1; TNAP inh hiacc: -4

COc1cc(C2C3C(=O)N(c4ccccc4)C(=O)C3ON2c2ccccc2)cc(OC)c1OC (stereo not drawn)
  PMI act satM6P: 0.9; TNAP act hiacc: 1; FLuc act counter: 1.1; Diaphorase inh: 8; TNAP inh noacc: -10; PMI activator: 0.9; Diaph act CS: 0.9; Efa HMGR inh: -8; G6PDH counter: 0; TNAP inh hiacc: -4

The list goes on.
Every second line gives: PMI act satM6P	TNAP act hiacc	FLuc act counter	Diaphorase inh	TNAP inh noacc	PMI activator	Diaph act CS	Efa HMGR inh	G6PDH counter	TNAP inh hiacc
- CCCc1nnc(NC(=O)CSc2ncn[nH]2)s1
    1	1	1.1	16	-4	1.1	0.8	-5	-2	-4
- CCCN(CCC)CCCNC(=O)CN1C(=O)CSc2ccc(S(=O)(=O)N3CCOCC3)cc21
    1	1	1	8	-10	1	0.9	-2	5	-2
- N#Cc1c(OCC(=O)c2ccccc2)nc2c(c1-c1ccco1)CCc1ccccc1-2
    0.8	1	1.1	18	-3	1	0.8	-7	5	-1
- COc1ccc(-c2csc(N3CCC(c4ccccc4)C3)n2)cc1 (stereo not drawn)
    1	1	0.9	7	-2	1	0.9	-2	7	-2
- O=C(CN(C1CCCCC1)S(=O)(=O)c1ccc(F)cc1)NCCCO
    1.1	0.9	1	-10	4	1	1.1	-2	-4	8
- Cc1ccc2c(c1)cc(CN(CCc1ccccc1)C(=O)N1CCOCC1)c1nnnn12
    1	1.1	1.1	25	-6	0.9	0.8	0	0	-9
- Cc1cc(C(=O)C(C)OC(=O)C2=NNC(=O)CC2)c(C)n1-c1ccc(OC(F)F)cc1 (stereo not drawn)
    0.9	1.1	1	22	-8	0.9	0.8	-2	-1	-6
- Cc1cc(C(=O)COC(=O)c2n[nH]c3ccccc23)c(C)n1CC1CCCO1 (stereo not drawn)
    0.9	1	0.1	19	20	0.9	0.8	-2	4	-2
- Cc1cccc(-c2nc(CS(=O)CC(=O)NCCCSC3CCCCC3)c(C)o2)c1 (stereo not drawn)
    0.9	1	1	26	-6	0.9	0.7	3	2	-3
- Cc1nc(SCC(=O)N2CCc3ccccc3C2)c2c(C)c(C)sc2n1
    0.8	1	1	23	11	0.9	0.8	-1	-56	0
- Cc1cc(C)c2c(CC(=O)NC(C)C)coc2c1
    1.1	1.1	1	-8	-12	1.1	1.1	1	11	-5
